Lipid storage S3: qHTS Assay for Lipid Storage Modulators in Drosophila S3 Cells; Drosophila S3 cells, BODIPY lipid droplet fluorescence, 18-24 h; cells fed with added oleic acid; lipid storage change, negative = inhibition, % at the top dose, mostly 46.1 µM; hits show Potency in µM; actives 0.64% (n = 320,000); AID 2685, 2010; active = well fitted inhibition curve with a large enough effect in the signal ratio, with a control signal flat, not every such curve was filed as active; inconclusive = small, poorly fitted or top-dose-only effect, or effect the other way, or a change in a side signal; the % refers to the signal ratio
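Laser-scanning cytometry quantifies lipid droplet accumulation (500–530 nm total intensity; droplet/cell object ratio) in oleic acid-fed (400 uM added) Drosophila S3 cells treated with a concentration series. 20 uM Triacsin C defined 100% inhibition.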
Lipid storage S3 cell count max: recorded beside Lipid storage S3, whose call it bears; cell number change, %; measured here: cell count max response;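 cells counted by Cell Tracker Red CMTPX staining in the red channel; peak over a dose series mostly up to 46.1 µM; percent activity relative to internal control wells on each plate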
The depositor's hits bear a star. % is set by controls: 0 for no effect and ±100 for the full control effect; potency is the fitted concentration of half-maximal effect. An excerpt (hit frequency here may not be typical).

`COc1cc(C(=O)O)cc(NC(=O)c2cccs2)c1OC` gave Lipid storage S3 27%.
Screening COC(=O)CC1SC(=O)NC1=O (stereo not given) returned Lipid storage S3 -1% and Lipid storage S3 cell count max 19.
For COc1cc([N+](=O)[O-])cc2sc(NC(=O)c3c(F)cccc3F)nc12 the results were Lipid storage S3 inconclusive.
`CSc1ccc(C(=O)C2CCCN(C(=O)CCc3cnn(C)c3)C2)cc1` (stereo not given) gave Lipid storage S3 -3% and Lipid storage S3 cell count max 11.
For CN(C)CCN(Cc1ccco1)C(=O)c1oc2ccccc2c1NC(=O)COc1ccccc1 the results were Lipid storage S3 inactive and Lipid storage S3 cell count max 10.
For CCN(CC(=O)Nc1ccccc1OC)C(=O)CSCC(=O)Nc1ccc(OC)cc1 the results were Lipid storage S3 12% and Lipid storage S3 cell count max 0.
For O=C(CN1C(=O)NC2(CCCC2)C1=O)N1CCN(S(=O)(=O)c2cc(Cl)ccc2Cl)CC1 the results were Lipid storage S3 21% and Lipid storage S3 cell count max 1.
`CCOc1ccc(NS(=O)(=O)c2ccc(NS(=O)(=O)c3cccs3)cc2)cc1` gave Lipid storage S3 inconclusive.
Screening Cc1ccc(Oc2ccc3c(c2)C(=O)N(c2cccc4cccnc24)C3=O)cc1 returned Lipid storage S3 inconclusive.
O=C(COC(=O)Cc1n[nH]c(=O)c2ccccc12)Nc1ccc(Cl)cn1 was read as Lipid storage S3 4% and Lipid storage S3 cell count max -8.
O=C(Cc1cccs1)Nc1ccc(C(=O)O)cc1 was read as Lipid storage S3 inconclusive.
`CCN(CC)S(=O)(=O)c1ccc(N2CCCC2)c(NC(=O)CN2C(=O)NC3(CCCC3)C2=O)c1` gave Lipid storage S3 17% and Lipid storage S3 cell count max -1.
For O=C(NC1(C(F)(F)F)NC(=O)N(C2CCCCC2)C1=O)c1cccs1 (stereo not given) the results were Lipid storage S3 inconclusive.
For CCc1nc2ccccc2n1CCC(=O)O the results were Lipid storage S3 -6% and Lipid storage S3 cell count max -15.
Cc1c(N2C(=O)CSC2c2ccccc2)c(=O)n(-c2ccccc2)n1C (stereo not given) was read as Lipid storage S3 inconclusive.
`COc1cc(C2C(C(C)=O)=C(O)C(=O)N2CCc2ccc(OC)c(OC)c2)ccc1O` (stereo not given) gave Lipid storage S3 inconclusive.
O=C(OCc1nc2scc(-c3ccccc3)c2c(=O)[nH]1)c1cccc([N+](=O)[O-])c1 was read as Lipid storage S3 8% and Lipid storage S3 cell count max 2.
COc1ccc(/C=C(\C#N)C(=O)OCC(=O)NC(=O)NCCC(C)C)cc1 was read as Lipid storage S3 inconclusive.
For CC(O)[C@H]1CNCCN1CCc1cccc2ccccc12 (stereo not given in full) the results were Lipid storage S3 -5% and Lipid storage S3 cell count max -2.
COc1ccc(C2/C=C\CN(S(=O)(=O)c3cccc4cccnc34)CC(=O)N2Cc2ccc(F)cc2)cc1 (stereo not given) was read as Lipid storage S3 29% and Lipid storage S3 cell count max 16.
`CCc1ccc(C2C(C#N)=C(N)OC3=C2C(=O)CCC3)s1` (stereo not given) gave Lipid storage S3 -16% and Lipid storage S3 cell count max -15.
`COC(=O)COc1cccc2c(=O)n(CC(=O)Nc3ccc4c(c3)OCCO4)ccc12` gave Lipid storage S3 inconclusive.
`O=c1c2ccccc2ncn1CCCSc1ccc(Cl)cc1` gave Lipid storage S3 inconclusive.
Screening Cc1ccc(-n2nc(C(=O)N/N=C/c3cccc(C(F)(F)F)c3)c3ccccc3c2=O)cc1C returned Lipid storage S3 25% and Lipid storage S3 cell count max 14.
CCCCn1c(N2CCCC2)nc2c1c(=O)[nH]c(=O)n2C was read as Lipid storage S3 inconclusive.
For CCOc1ccc(/C=C2/Sc3ccc(C(=O)NCC4CCCO4)cc3N(C)C2=O)cc1OC (stereo not given) the results were Lipid storage S3 inconclusive.
For CC(C)NS(=O)(=O)c1ccc(OCC(=O)N2CCCC2)cc1 the results were Lipid storage S3 -3% and Lipid storage S3 cell count max -5.
For COc1ccc(C(=O)Nn2cnnc2)cc1OC the results were Lipid storage S3 inconclusive.
Screening O=C(Cc1ccccc1)Nn1cnc2ccccc21 returned Lipid storage S3 inconclusive.
`COc1cc(C(=O)NNC(=O)Cc2ccc(S(=O)(=O)N3CCOCC3)s2)cc(OC)c1OC` gave Lipid storage S3 -6% and Lipid storage S3 cell count max 7.
`O=C(CN1CCC(O)(c2ccc3c(c2)OCO3)CC1)NC1CCCCC1` gave Lipid storage S3 16%.
CSc1ccc(CNc2cccc3ccccc23)cc1 was read as Lipid storage S3 inconclusive.
For Cc1ccc(NC2=NC(c3ccc(O)cc3)n3c(nc(C)cc3=O)N2)cc1 (stereo not given) the results were Lipid storage S3 11% and Lipid storage S3 cell count max -4.
For Cc1cccc(N2CCN(S(=O)(=O)c3c(C)[nH]c(C)c3C(=O)N3CCCC3)CC2)c1C the results were Lipid storage S3 -2% and Lipid storage S3 cell count max 9.
Screening C[C@@H](NC(=O)C1(c2ccccc2)CCN(C(=O)OC(C)(C)C)CC1)C(=O)N[C@@H](Cc1ccccc1)C(=O)O returned Lipid storage S3 inconclusive.
`CC(C)OCCCn1c(=NC(=O)c2ccncc2)c(C#N)cc2c(=O)n3ccccc3nc21` gave Lipid storage S3 inconclusive.
NC(=O)c1ccc(NC(=O)COC(=O)c2ccc3c(c2)OCCO3)cc1 was read as Lipid storage S3 11%.
Screening CC(=O)Nc1sc2c(c1-c1nc3ccccc3s1)CCN(C(C)C)C2 returned Lipid storage S3 inconclusive.
`COc1ccc(/C(C)=N/NC(=O)c2cc(C)[nH]n2)c(OC)c1` gave Lipid storage S3 inactive.
For CN1/C(=C\C(=O)Nc2cccc(Cl)c2)C(C)(C)c2ccccc21 the results were Lipid storage S3 inconclusive.

Taken from the entries so far (7 entries):
For Cc1cccc(N2CCN(S(=O)(=O)c3c(C)[nH]c(C)c3C(=O)N3CCCC3)CC2)c1C the results were Lipid storage S3 -2% and Lipid storage S3 cell count max 9.
Screening C[C@@H](NC(=O)C1(c2ccccc2)CCN(C(=O)OC(C)(C)C)CC1)C(=O)N[C@@H](Cc1ccccc1)C(=O)O returned Lipid storage S3 inconclusive.
`CC(C)OCCCn1c(=NC(=O)c2ccncc2)c(C#N)cc2c(=O)n3ccccc3nc21` gave Lipid storage S3 inconclusive.
NC(=O)c1ccc(NC(=O)COC(=O)c2ccc3c(c2)OCCO3)cc1 was read as Lipid storage S3 11%.
Screening CC(=O)Nc1sc2c(c1-c1nc3ccccc3s1)CCN(C(C)C)C2 returned Lipid storage S3 inconclusive.
`COc1ccc(/C(C)=N/NC(=O)c2cc(C)[nH]n2)c(OC)c1` gave Lipid storage S3 inactive.
For CN1/C(=C\C(=O)Nc2cccc(Cl)c2)C(C)(C)c2ccccc21 the results were Lipid storage S3 inconclusive.

(further entries)
Screening CN(CC(=O)Nc1ccc(Cl)c(C(F)(F)F)c1)C(=O)c1ccc(OCC2CCCO2)cc1 (stereo not given) returned Lipid storage S3 inconclusive.
`O=C(CC(=O)c1ccccc1)Nc1cc([N+](=O)[O-])ccc1Cl` gave Lipid storage S3 inconclusive.
Screening COCCNC(=O)C(c1ccc(Cl)cc1)N(CCOC)C(=O)CCC(=O)Nc1nccs1 (stereo not given) returned Lipid storage S3 -20%.
`CC(c1ccco1)N(C(=O)COc1ccc(Cl)cc1)c1ccccn1` (stereo not given) gave Lipid storage S3 inconclusive.
CC(C)C(NS(=O)(=O)c1ccccc1)C(=O)N1CCN(C(=O)c2ccco2)CC1 (stereo not given) was read as Lipid storage S3 inconclusive.
For Cc1ccccc1NC(=S)NCc1cccs1 the results were Lipid storage S3 inactive and Lipid storage S3 cell count max 21.
CC(=O)CSc1ccc(C(=O)O)cn1 was read as Lipid storage S3 inconclusive.
Cc1cc(OC(C)C)nc(NCc2ccccc2)n1 was read as Lipid storage S3 -21% and Lipid storage S3 cell count max -20.
CSc1cccc(CN2CCN(CCC(C)C)C(CCO)C2)c1 (stereo not given) was read as Lipid storage S3 -4% and Lipid storage S3 cell count max 11.
For COC(=O)c1ccccc1NC(=S)NC(=O)c1ccc2c(c1)OCO2 the results were Lipid storage S3 21% and Lipid storage S3 cell count max 2.
Screening CC(C)[C@H](NC(=O)OCc1ccccc1)C(=O)OCC(=O)NC1CCCCC1 returned Lipid storage S3 inconclusive.
Cc1cc(CNCc2cn(C)nc2-c2ccc(Oc3ccccc3)cc2)on1 was read as Lipid storage S3 9% and Lipid storage S3 cell count max 1.
For CCOc1ccc(Oc2ccccc2NC(=O)CCNC(C)=O)cc1 the results were Lipid storage S3 2% and Lipid storage S3 cell count max 23.
`Cc1cccc(NC(=O)CS(=O)(=O)c2cn(C)c3ccccc23)c1` gave Lipid storage S3 inactive and Lipid storage S3 cell count max -1.
`COC(=O)[C@@H]1CC[C@H](C)[C@@H](c2ccc(C)cc2)N1C(=O)c1ccc(/C=N/OC[C@@H](O)[C@H]2O[C@@H]3OC(C)(C)O[C@@H]3[C@H]2O)cc1` gave Lipid storage S3 -6% and Lipid storage S3 cell count max -13.
`COc1ccc(/C(C)=N\O)cc1OC` gave Lipid storage S3 8% and Lipid storage S3 cell count max 25.
O=C(COC(=O)Cc1ccc(Cl)cc1Cl)Nc1ccc(OC(F)F)cc1 was read as Lipid storage S3 inconclusive.
For COc1ccccc1NC(=O)C1=C(C)Nc2ncnn2C1c1cccs1 (stereo not given) the results were Lipid storage S3 9% and Lipid storage S3 cell count max -1.
For CC(C)C(=O)N(Cc1ccc(F)cc1)Cc1nc2ccccc2c(=O)[nH]1 the results were Lipid storage S3 26% and Lipid storage S3 cell count max 27.
COCCNC(=S)Nc1cc(S(=O)(=O)N2CCOCC2)ccc1N1CCCCC1 was read as Lipid storage S3 1% and Lipid storage S3 cell count max 19.
Screening CN(C)c1ccc(NC(=O)COC(=O)CNC(=O)c2cccs2)cc1 returned Lipid storage S3 inconclusive.
Fc1ccccc1-c1n[nH]c(=S)n1CC1CCCO1 (stereo not given) was read as Lipid storage S3 13% and Lipid storage S3 cell count max 1.
Screening Fc1ccc(N2CCN(c3ncnc4nc[nH]c34)CC2)cc1 returned Lipid storage S3 inactive.
`CC(NC(=O)Nc1ccc(F)cc1F)c1ccncc1` (stereo not given) gave Lipid storage S3 inconclusive.
Cc1cnc(C(=O)Nc2ccc(C(=O)N(C)C3CCCCC3)cc2)cn1 was read as Lipid storage S3 6% and Lipid storage S3 cell count max 7.
Screening CCOc1ccc(CC(=O)NCc2cn3c(C)csc3n2)cc1 returned Lipid storage S3 inactive.
Screening Clc1ccc(Cl)c(OCc2cc(-c3ccccc3Cl)on2)c1 returned Lipid storage S3 14% and Lipid storage S3 cell count max -23.
CCOc1nc(OCC)nc(N2CCC(C)CC2)n1 was read as Lipid storage S3 inconclusive.
For COc1ccc(NC(=O)C2CC(c3cc(OC)c(OC)c(OC)c3)=NO2)cc1OC (stereo not given) the results were Lipid storage S3 inconclusive.
Screening CC1Cc2ccccc2N1Cc1cccc([N+](=O)[O-])c1 (stereo not given) returned Lipid storage S3 inactive and Lipid storage S3 cell count max 1.
`Cc1ccccc1Nc1nnc(SCc2nc3ccccc3c(=O)[nH]2)s1` gave Lipid storage S3 inconclusive.
O=C(O)C1CCCCC1C(=O)Nc1ccccn1 (stereo not given) was read as Lipid storage S3 inconclusive.
Screening O=C(O)c1cc(O)ccc1-c1ccc(O)cc1 returned Lipid storage S3 -5% and Lipid storage S3 cell count max 1.
Screening CC1CCN(CC(O)COCCC23CC4CC(CC(C4)C2)C3)CC1 (stereo not given) returned Lipid storage S3 inconclusive.
Screening CC1CCN(CC(=O)Nc2cc(C(F)(F)F)ccc2Cl)CC1 returned Lipid storage S3 inconclusive.
COc1ccc(C(C(=O)NC(C)(C)C)N(CCc2ccc(OC)c(OC)c2)C(=O)CCC(=O)Nc2cc(C)on2)cc1 (stereo not given) was read as Lipid storage S3 inactive and Lipid storage S3 cell count max 31.
Screening O=C(CN1C(=O)CSC1=O)N1CCCC(Nc2ccc(F)cc2)C1 (stereo not given) returned Lipid storage S3 inconclusive.
NC(N)=NS(=O)(=O)c1ccc(NC(=S)NC(=O)Cc2ccc(Cl)cc2)cc1 was read as Lipid storage S3 inconclusive.
`CCCn1nc(NC(=O)CC(C)C)c2cc3ccccc3nc21` gave Lipid storage S3 inconclusive.
Screening COc1ccc(/C=N/NC(=O)CSc2n[nH]c(=O)[nH]c2=O)cc1 returned Lipid storage S3 3% and Lipid storage S3 cell count max 12.
COc1ccc(CC(=O)NNS(=O)(=O)c2cccc([N+](=O)[O-])c2)cc1OC was read as Lipid storage S3 inconclusive.
Screening CC(C)(C)c1ccc(C2CC2C(=O)N/N=C\c2ccc[nH]2)cc1 (stereo not given) returned Lipid storage S3 inconclusive.
`Cc1cccc2c1-c1sc(C(=O)Nc3cccnc3)cc1CO2` gave Lipid storage S3 inconclusive.
`Fc1ccc(-c2[nH]ncc2CN(CC2CCC2)CC2CCCO2)c(F)c1` (stereo not given) gave Lipid storage S3 12% and Lipid storage S3 cell count max 19.
Oc1nc(Nc2cccc(Cl)c2)sc1/C=C1\C=Nc2ccccc21 was read as Lipid storage S3 -4% and Lipid storage S3 cell count max -14.
Cn1ncc(Cl)c1C(=O)Nc1cc(C(F)(F)F)ccc1F was read as Lipid storage S3 0% and Lipid storage S3 cell count max -2.
For CCCCOc1ccc(C(=O)NC)cc1 the results were Lipid storage S3 6% and Lipid storage S3 cell count max 7.
`COc1cc(C(=O)n2cnc3ccccc32)c([N+](=O)[O-])cc1OC` gave Lipid storage S3 inconclusive.
Cc1ccc(NC(=O)C(=O)NN)cc1 was read as Lipid storage S3 -13% and Lipid storage S3 cell count max 12.
Screening O=C(Cc1ccc(S(=O)(=O)N2CCOCC2)s1)N1CCN(S(=O)(=O)c2ccc(Cl)cc2)CC1 returned Lipid storage S3 inactive and Lipid storage S3 cell count max -6.
